Screening results from PubChem.
OX1R antag-1 = human HCRTR1 antagonism. CHO/OX1R cells, Fluo-8 calcium fluorescence, orexin A. AID 434989. O43613. 330,000 compounds, 0.43% hits. inhibition, % at 5 µM;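 active means inhibition above its plate's threshold, mean inhibition of all tested compounds on the plate plus 3 SD, cut at about 37% in these data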;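 further: 0% = orexin A challenge wells and 100% = SB-334867-A antagonist wells; not every result past the cut was called active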
Target sequence (O43613 whole entry, looked up): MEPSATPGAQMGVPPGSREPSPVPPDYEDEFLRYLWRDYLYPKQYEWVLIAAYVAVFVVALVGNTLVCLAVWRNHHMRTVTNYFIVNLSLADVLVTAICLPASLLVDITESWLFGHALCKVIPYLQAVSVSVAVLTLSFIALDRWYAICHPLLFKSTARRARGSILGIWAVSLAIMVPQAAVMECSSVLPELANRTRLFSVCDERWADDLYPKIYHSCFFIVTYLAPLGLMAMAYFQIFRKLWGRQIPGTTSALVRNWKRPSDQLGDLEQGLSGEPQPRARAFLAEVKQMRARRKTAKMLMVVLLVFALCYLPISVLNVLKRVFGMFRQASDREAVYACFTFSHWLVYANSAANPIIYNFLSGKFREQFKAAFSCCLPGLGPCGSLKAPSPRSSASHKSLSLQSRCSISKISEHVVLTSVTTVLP
STK33 kinase inh = human STK33 kinase inhibition. purified STK33, MBP phosphorylation, ADP-Glo luminescence. inhibition, % at 10 µM. 320,000 compounds, 0.073% hits. AID 2661;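 active means inhibition at or above 25%, using the most active replicate where run in duplicate; inactive means inhibition below 25%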
Target sequence (Q9BYT3 whole entry, looked up): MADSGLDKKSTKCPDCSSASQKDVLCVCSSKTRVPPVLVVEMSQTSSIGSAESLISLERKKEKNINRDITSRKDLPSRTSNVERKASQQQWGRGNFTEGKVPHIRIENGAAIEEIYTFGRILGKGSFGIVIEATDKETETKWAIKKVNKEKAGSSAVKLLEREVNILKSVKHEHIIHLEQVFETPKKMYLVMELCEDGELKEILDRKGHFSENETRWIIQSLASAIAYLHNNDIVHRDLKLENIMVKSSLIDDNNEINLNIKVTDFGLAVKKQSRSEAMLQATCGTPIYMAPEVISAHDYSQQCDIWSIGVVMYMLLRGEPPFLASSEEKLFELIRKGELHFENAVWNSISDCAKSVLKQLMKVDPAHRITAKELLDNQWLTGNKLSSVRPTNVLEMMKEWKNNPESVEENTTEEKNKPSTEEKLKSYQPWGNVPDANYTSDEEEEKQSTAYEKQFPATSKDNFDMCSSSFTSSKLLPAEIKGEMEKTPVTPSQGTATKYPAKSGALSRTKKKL
OX1R antag-2 = antagonists of human orexin 1 receptor (OX1R); O43613; OX1R-expressing cells, FRET antagonist read-out; inhibition, % at 6.6 µM; 330,000 compounds, 1.8% hits; AID 485270; in the data active means inhibition mostly above about 38%, no sharp cut-off; inactive means mostly below about 40%;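 further: 0% = agonist challenge alone and 100% = reference antagonist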
* = called active by the depositor; · = no result given.

SMILES	OX1R antag-1	STK33 kinase inh	OX1R antag-2
O=c1c2ccccc2oc2cc(C#CC3(O)CCCCC3)ccc12	-20	0.4	61*
O=C(CSc1ccc(-c2ccco2)nn1)Nc1ccc(F)cc1F	-24	-1.0	2
COc1ccc(CCNC(=O)CSc2ncn[nH]2)cc1	-4	-0.5	11
COC(=O)[C@]1(C)N[C@H](CN(C)C(=O)Nc2ccc(C)cc2)[C@@H]2C(=O)N(C)C(=O)[C@@H]21	-10	-1.3	-1
CCc1ccc(NC(=O)NCc2cccnc2)cc1	-14	-0.5	4
COc1cccc(/C=N/NC(=O)C(C)Sc2ccccc2)c1 (stereo not given)	-10	0.2	14
O=c1c2cccnc2n(-c2ccccc2)n1Cc1ccc(Cl)cc1	-26	-0.4	22
Cc1ccc2cc(CN(Cc3ccc4c(c3)OCO4)Cc3nnnn3Cc3ccco3)c(=O)[nH]c2c1	-15	-2.5	32
O=C(COC(=O)c1cc2c(s1)CCCC2)NCc1ccccc1Cl	-10	-0.1	13
Cc1cc(C)c(-c2nc3ccccc3s2)[nH]1	-24	0.8	11
Cc1ccc(Cl)cc1-n1c(SCC(=O)NCCC2=CCCCC2)nc2n[nH]c(C)c2c1=N	-2	5.8	18
O=C1NC2(CCCCCC2)C(=O)N1Cc1cccc(Cl)c1	-14	0.0	7
COc1cc(CC(=O)OCC(=O)c2ccc(F)cc2)cc(OC)c1OC	-1	-0.7	8
Cc1ccc(S(=O)(=O)Nc2cccc(-n3cnnn3)c2)cc1C(=O)O	8	-2.3	30
CCN(Cc1ccccc1)C(c1ccc(Cl)cc1)c1nnnn1C(C)(C)C (stereo not given)	-38	0.7	20
CCCCn1c(N)c(N(CC(C)C)C(=O)c2ccc(Br)s2)c(=O)[nH]c1=O	-27	-1.5	20
Cc1nc(-c2ccc(Cl)cc2)sc1C(=O)NNC(=O)C(C)C	-6	-0.8	11
N#Cc1ccc(OCC(=O)Nc2ccc(N3CCCC3)cc2)cc1	-7	-2.1	8
CC#CCCc1nc2ccccc2c(=O)n1N	8	-1.1	4
O=C(CSc1nnc(COc2cccc3ccccc23)o1)N1CCN(C(=O)c2ccco2)CC1	-20	0.3	22
c1ccc(CC[C@@H]2CC[C@@H](CCc3ccccc3)N2)cc1	-29	-1.8	10
COc1ccc(-c2nnc3ccc(SCc4ccccc4)nn23)cc1	-7	-0.5	8
CCOc1ccc(Oc2c(/C=N/NC(=O)COc3ccccc3OC)c(C)nn2-c2ccccc2)cc1	-36	-0.9	9
CC1CCN(C(=O)C2CCN(c3ncnc4c3nc3n4CCCCC3)CC2)CC1	-27	-0.2	13
O=C1c2ccccc2C(=O)N1CCC(c1ccc(F)cc1)c1ccco1 (stereo not given)	-31	3.4	16

In the list so far, these contain an aryl methoxy group:
SMILES	OX1R antag-1	STK33 kinase inh	OX1R antag-2
COc1ccc(CCNC(=O)CSc2ncn[nH]2)cc1	-4	-0.5	11
COc1cccc(/C=N/NC(=O)C(C)Sc2ccccc2)c1 (stereo not given)	-10	0.2	14
COc1cc(CC(=O)OCC(=O)c2ccc(F)cc2)cc(OC)c1OC	-1	-0.7	8
COc1ccc(-c2nnc3ccc(SCc4ccccc4)nn23)cc1	-7	-0.5	8
CCOc1ccc(Oc2c(/C=N/NC(=O)COc3ccccc3OC)c(C)nn2-c2ccccc2)cc1	-36	-0.9	9

(cont.)
SMILES	OX1R antag-1	STK33 kinase inh	OX1R antag-2
COCCCN(C(=O)Cc1ccc(Cl)c(Cl)c1)c1c(N)n(Cc2ccccc2)c(=O)[nH]c1=O	-25	0.4	11
CC1CC1C(=O)OCC(=O)NCc1ccccc1Cl (stereo not given)	-23	-0.9	45
O=C(Cc1ccccc1)N/N=C/c1ccc2cccc(O)c2n1	-19	-1.7	43
O=c1[nH]c2ccc(S(=O)(=O)Nc3ccc(Cl)cc3)cc2[nH]1	-10	-1.2	3
COc1ccc([C@H]2CC(=O)C=C(c3ccc(Cl)cc3C)C2)cc1	-16	-0.6	4
CCCCCn1c(CNC(=O)COC)nc2ccccc21	-5	1.4	12
COc1cccc(/C=C/C(=O)OCC(=O)NCC2CCCO2)c1 (stereo not given)	3	-1.1	20
CCN(CC)S(=O)(=O)c1ccc2c(c1)nc(CCC(=O)OCC(=O)N1CCc3ccccc31)n2C	-38	-1.1	24
Cc1ccsc1-c1nc(-c2ccccc2)c(-c2ccccc2)[nH]1	15	0.0	26
CCCOc1ccc(CCc2n[nH]c(=S)n2-c2ccccc2)cc1	-28	-3.1	14
Cc1cc(C)c2c(N)c(-c3nnc(SCc4ccc(Cl)cc4)n3C)sc2n1	-28	-0.8	7
CC(C)NC(=S)N1CCN(Cc2ccc3c(c2)OCO3)CC1	2	4.7	14
O=C(CSc1ccccc1)Nc1nnc(C2CC2)s1	-4	0.1	21
COc1ccccc1-c1n[nH]c(=S)n1Cc1ccccc1	-8	-0.5	14
CC(=O)NC1C(=O)N=C(SCC(=O)NC(C)c2ccccc2)NC1=O (stereo not given)	16	-1.5	26
O=C(NCc1ccccc1)NC(=O)c1ccc(Cl)cc1	-15	-0.7	13
N#C/C(=C\c1ccc(OCc2ccccc2)cc1)C(=O)Nc1nc2c(s1)CCN(Cc1ccccc1)C2	-22	-1.1	16
O=C(NC1CCCc2ccccc21)c1ccc([N+](=O)[O-])cc1 (stereo not given)	-16	-2.7	20
Cc1ccc(-c2cc(C(=O)Nc3cccc(S(=O)(=O)N(C)C)c3)c3ccccc3n2)o1	-9	0.7	14
CC(C(=O)Nc1ccccn1)N1C(=O)C2C3C=CC(C3)C2C1=O (stereo not given)	-12	-1.2	6
COc1ccc(NS(=O)(=O)c2ccc(N3CCOCC3)c(NC(=O)C(C)C)c2)cc1	-14	-1.5	13
Cc1sc2nc(N3CCOCC3)[nH]c(=O)c2c1-c1ccccc1	-14	-0.8	1
CCCNC(=O)NC1C(NC(=O)NCCC)N(C)C(=O)N1C (stereo not given)	-5	-0.3	6
CCc1cccc(CC)c1NC(=O)c1ccc(-n2cncn2)nc1	-8	-0.6	1
CCCCn1c(SCc2nc3ccccc3s2)nc2ccccc2c1=O	-24	-0.2	3
Further structures follow.
SMILES	OX1R antag-1	STK33 kinase inh	OX1R antag-2
COc1ccc(/C=C/C(=O)OCC(=O)Nc2ccc(C)cc2)cc1S(=O)(=O)N1CCOCC1	-20	-1.6	20
Cn1c(=O)c2c(c3ccccc31)OC(C)(C)CC2	-24	-2.5	14
Cc1ccc(S(=O)(=O)N2CCOCC2)cc1NC(=O)COc1ccccc1Cc1ccccc1	27	0.6	17
CCOC(=O)CSc1nnc(CNC(=O)c2ccc(S(=O)(=O)N(C)C)cc2)n1C	-23	4.7	6
O=S1(=O)N=C2CCCCCN2C(c2ccc(Cl)cc2)N1 (stereo not given)	-17	-3.9	12
CN(C)S(=O)(=O)Oc1ccccc1C(=O)Nc1cccc(C(F)(F)F)c1	-31	0.7	50
COc1cc(NC(=S)N2CCOCC2)c(OC)cc1Cl	-25	0.6	2
CCCCN(C)Cc1c(C)[nH]c2ccc(C)cc2c1=O	10	-1.3	3
CC(C)CN(CC(C)C)C(=O)CS(=O)(=O)Cc1ccccc1	-27	-1.1	10
CSc1ccc(C2NC(=O)c3ccccc3N2)cc1 (stereo not given)	-7	-0.6	12
COC(=O)C1CCN(C(=O)Cc2ccccc2OC)CC1	-22	-0.8	8
COc1ccc(C2C(C(=O)N3CCOCC3)=C(C)NC3=C2C(=O)CC(C)(C)C3)cc1O (stereo not given)	-4	-1.1	6
CC(=O)Nc1ccc(S(=O)(=O)NC2(C(F)(F)F)C(=O)Nc3c2c(=O)[nH]c(=O)n3Cc2cccnc2)cc1 (stereo not given)	-7	-0.7	13
Cc1ccc(C(=O)C(NC(=O)c2ccco2)Nc2sc3c(c2C(N)=O)CCCC3)cc1 (stereo not given)	4	-1.1	3
Cc1ccc(Cn2nnc3c(=O)[nH]c(C4CCCN(S(=O)(=O)c5ccccc5F)C4)nc32)cc1 (stereo not given)	-24	-0.1	7
CC(=O)Nc1nc2ccccc2n1CCOc1ccccc1Cl	-11	-1.3	27
O=c1cc(NCCCO)c2ccccc2o1	-9	0.0	13
Cc1ccc(-c2csc(NCCn3c(C(F)(F)F)nc4ccccc43)n2)cc1	-13	-0.5	22
Cc1cc(C)n(CCCNC(=O)c2cc(COc3ccc(C)c(C)c3)on2)n1	-25	-0.4	15
O=C(CSCc1ccc([N+](=O)[O-])cc1)Nc1cccc(C(=O)Nc2ccccc2C(=O)O)c1	9	0.1	29
O=C(N/N=C/c1ccc([N+](=O)[O-])cc1)c1cccs1	-18	-0.6	37
COc1cccc(NC(=O)N2CCN(c3cccc(C)c3)C(C)C2)c1 (stereo not given)	-18	0.8	19
COc1ccc(N2CCN(Cc3nc4c(c(=O)[nH]c(=O)n4C)n3Cc3cccc(Cl)c3)CC2)cc1	-47	-1.3	13
CCOC(=O)C(C)n1nc(/C=C/c2ccccc2)ccc1=O (stereo not given)	-1	-1.4	22
Nc1cc(Cl)ccc1C(=O)OCC(=O)N1CCOCC1	-27	0.4	11

2 compounds from above, reduced to OX1R antag-1 and STK33 kinase inh.
compound | OX1R antag-1 | STK33 kinase inh
O=C(CSCc1ccc([N+](=O)[O-])cc1)Nc1cccc(C(=O)Nc2ccccc2C(=O)O)c1 | 9 | 0.1
Cc1ccc(C(=O)C(NC(=O)c2ccco2)Nc2sc3c(c2C(N)=O)CCCC3)cc1 (stereo not given) | 4 | -1.1

Carrying on:
SMILES	OX1R antag-1	STK33 kinase inh	OX1R antag-2
O=C(NCc1ccccc1Cl)c1cccc(NC(=O)c2ccccc2)c1	-29	-1.1	17
COc1ccc(F)cc1S(=O)(=O)Nc1ccc2c(c1)OCO2	-3	-1.5	12
CCOC(=O)C=Nc1c(N)n(C)c(=O)n(C)c1=O	-1	0.3	19
CCOc1ccc(C(=O)N[C@H](C(=O)NNC(=O)c2cccs2)C(C)C)cc1	-17	0.4	4
CC(=O)N1CCN(c2ccc(NC(=O)c3ccco3)cc2)CC1	1	0.6	17
Fc1cccc(CSc2ncnc3c2oc2ccccc23)c1	-7	-0.5	4
CC1CCCN(CC(=O)Nc2ccc(S(=O)(=O)N3CCCC3)cc2)C1 (stereo not given)	-12	-0.4	11
Cc1ccccc1NC(=S)NC(=O)COc1ccccc1C	-26	-0.9	17
Cc1ccc(S(=O)(=O)N(C)c2c(C)ccc(S(=O)(=O)Nc3ccncc3)c2C)cc1	-3	-2.7	18
Cn1cc(/C=N/NC(=O)c2cc3cc(Br)ccc3o2)c2ccccc21	-25	-0.2	15
COc1ccc(C2CC(=O)C(C(c3ccc(O)cc3)C3C(=O)CC(c4ccc(OC)cc4)CC3=O)C(=O)C2)cc1 (stereo not given)	-24	0.9	5
COc1nc(OCCNC(=O)Nc2ccccc2)nc(N(C)C)n1	-11	8.0	50
CN1CCN(CCOc2ccc(Cl)c(Cl)c2)CC1	-9	-2.6	9
CC(=O)Nc1ccc(NC(=O)C(=O)NCC(c2ccco2)N2CCc3ccccc32)cc1 (stereo not given)	-30	-1.2	14
CC1CCc2c(sc3[nH]c(=S)n(C)c(=O)c23)C1 (stereo not given)	4	0.5	9
COc1cc(/C=N/NC(=O)c2ccccn2)ccc1OC(=O)c1cccs1	-24	1.3	19
Cc1nc2ccc(S(=O)(=O)NC(CC(C)C)C(=O)O)cc2s1 (stereo not given)	-9	-0.3	3
COc1ccc(OC(C)C(=O)Nc2ccc([N+](=O)[O-])cc2)cc1 (stereo not given)	-1	-0.5	16
CC(OC(=O)c1ccc(O)cc1)C(=O)Nc1ccc(Oc2ccccc2)cc1 (stereo not given)	11	0.5	13
O=C(Cn1nnc(-c2ccccc2)n1)NCc1ccco1	-7	-1.3	15
O=c1c2ccccc2cnn1Cc1n[nH]c(=S)n1-c1ccccc1Cl	-3	-3.9	18
C=Cc1cccc(NC(=O)COc2ccccc2)c1	-21	-0.3	10
COc1ccc(N(Cc2ccc(N(C)C)cc2)C(=O)c2ccc(S(C)(=O)=O)cc2)cc1	-14	-0.4	15
COc1ccc(NC(=O)c2cc(C(=O)Nc3ccc(OC)cc3OC)cc([N+](=O)[O-])c2)c(OC)c1	-34	-0.9	-7
Cc1ccc2cccc(S(=O)(=O)N3CCN(c4ccccc4F)CC3)c2n1	-15	-0.7	21
Carrying on:
SMILES	OX1R antag-1	STK33 kinase inh	OX1R antag-2
Nc1nc(SCC(=O)Nc2ccc(OC(F)(F)F)cc2)[nH]c(=O)c1NC(=O)c1ccc(Br)o1	-1	6.5	22
CCOc1cc(CNCc2ccccn2)ccc1OCC(=O)NC(C)(C)C	-14	·	20
CC(c1ccco1)N(Cc1ccco1)C(=O)Nc1ccccc1 (stereo not given)	-1	-0.2	36
CN(CC(=O)Nc1ccc(C#N)cc1)Cc1ccc(Cl)cc1Cl	-4	-1.3	12
C/C(CC(=O)Nc1cccc(Cl)c1C)=N\NC(=O)C(=O)NCC(C)C	-5	-0.1	2
COc1ccc(-c2cc3nc(C)cc(N4CC(C)CC(C)C4)n3n2)cc1 (stereo not given)	-13	-0.4	29
CC(NC(=O)NC12CC3CC(CC(C3)C1)C2)C1CCCO1 (stereo not given)	-16	-1.1	14
CSc1nnc(C)c(=O)n1COC(=O)COc1ccc2ccccc2c1	-15	-1.3	21
COc1ccccc1CNC(=O)CCS(=O)(=O)c1ccc2c(c1)CCCN2C(C)=O	-18	-0.8	21
CCSc1nsc(NC(=O)Nc2ccccc2F)n1	4	-0.4	34
COc1cc(/C=N/NC(=O)CCNC(=O)c2ccccc2Cl)ccc1O	-1	-0.2	15
CCC(=O)N1c2ccc(S(=O)(=O)NCc3ccco3)cc2CC1C (stereo not given)	-23	-1.5	16

Single records, as listed above. Screens in order: OX1R antag-1 | STK33 kinase inh | OX1R antag-2
O=c1[nH]c2ccc(S(=O)(=O)Nc3ccc(Cl)cc3)cc2[nH]1 across the screens: -10 | -1.2 | 3
CC(OC(=O)c1ccc(O)cc1)C(=O)Nc1ccc(Oc2ccccc2)cc1 (stereo not given) across the screens: 11 | 0.5 | 13
COc1ccc(N(Cc2ccc(N(C)C)cc2)C(=O)c2ccc(S(C)(=O)=O)cc2)cc1 across the screens: -14 | -0.4 | 15
